Compound activity: PubChem BioAssay, several laboratories
CHT block: inhibits the human high affinity choline transporter; Q9GZV3; B-score at 10 µM; 0.86% of 310,000 active; CHT-expressing cells, membrane potential dye, choline response; hits give low values;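 active means B-score over 3 SD under the library average, and starting fluorescence ratio not unusually high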;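 further: choline stimulus applied at its EC90 after an EC20 pre-addition; B-score computed on integrated fluorescence ratio after choline addition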
Target sequence (Q9GZV3 whole entry, looked up): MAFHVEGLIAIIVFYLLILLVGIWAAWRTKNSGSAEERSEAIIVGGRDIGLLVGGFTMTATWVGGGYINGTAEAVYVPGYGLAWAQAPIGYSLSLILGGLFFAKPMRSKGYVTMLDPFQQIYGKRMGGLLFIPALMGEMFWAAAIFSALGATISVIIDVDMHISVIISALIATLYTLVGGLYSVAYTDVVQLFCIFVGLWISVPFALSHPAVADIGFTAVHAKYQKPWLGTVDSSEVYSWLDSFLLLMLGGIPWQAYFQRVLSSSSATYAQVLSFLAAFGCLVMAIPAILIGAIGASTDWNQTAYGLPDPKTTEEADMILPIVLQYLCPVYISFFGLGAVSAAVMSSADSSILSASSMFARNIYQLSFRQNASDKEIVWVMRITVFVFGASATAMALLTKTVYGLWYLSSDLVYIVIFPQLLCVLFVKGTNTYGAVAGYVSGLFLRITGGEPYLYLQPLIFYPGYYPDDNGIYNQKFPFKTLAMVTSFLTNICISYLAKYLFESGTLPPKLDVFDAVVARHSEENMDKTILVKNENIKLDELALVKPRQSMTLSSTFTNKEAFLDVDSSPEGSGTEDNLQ
CHT PAM: allosteric activators of human choline transporter CHT; 0.49% of 310,000 active; CHT-expressing cells, membrane potential dye, choline EC20; hits give high values; LV-AA mutant CHT in HEK293 cells; Q9GZV3; B-score at 10 µM;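 active means initial fluorescence not abnormally high and integrated response B-score, plate-corrected, over 3 SD above library mean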
STK33 inh: human STK33 kinase inhibition | purified STK33, MBP phosphorylation, ADP-Glo luminescence | inhibition, % at 10 µM | 0.073% of 320,000 active | AID 2661;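 active means inhibition at or above 25%, using the most active replicate where run in duplicate; inactive means inhibition below 25%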
Target sequence (Q9BYT3 whole entry, looked up): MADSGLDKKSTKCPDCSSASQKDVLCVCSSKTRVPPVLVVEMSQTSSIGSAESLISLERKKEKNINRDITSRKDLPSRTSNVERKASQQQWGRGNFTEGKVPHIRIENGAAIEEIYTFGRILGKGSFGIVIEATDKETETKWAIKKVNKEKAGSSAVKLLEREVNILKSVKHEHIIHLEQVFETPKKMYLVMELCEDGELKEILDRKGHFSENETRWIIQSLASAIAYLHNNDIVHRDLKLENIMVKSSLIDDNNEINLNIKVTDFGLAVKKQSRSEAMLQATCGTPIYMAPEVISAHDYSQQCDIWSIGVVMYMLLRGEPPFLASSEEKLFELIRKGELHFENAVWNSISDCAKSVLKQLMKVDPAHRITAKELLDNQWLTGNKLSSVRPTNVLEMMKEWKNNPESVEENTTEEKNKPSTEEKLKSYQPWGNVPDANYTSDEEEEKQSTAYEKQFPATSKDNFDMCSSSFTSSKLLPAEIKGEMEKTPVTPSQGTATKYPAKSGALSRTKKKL
The depositor's hits bear a star; i = inactive; . = not tested or not shown; & = joins results of further samples.

| Compound | CHT block | CHT PAM | STK33 inh |
| --- | --- | --- | --- |
| O=c1[nH]c(SCc2ccccc2[N+](=O)[O-])nc2nc[nH]c12 | i | i | 0.6 |
| O=C(c1cn(-c2ccccc2)nc1-c1cccs1)N(CCO)Cc1ccccc1 | i | i | 1.1 |
| C/C(=N/NC(=O)Cc1ccccc1)c1ccc(C)s1 | i | i | 0.3 |
| CSc1nc(N2CCCC2)c2c(c1C#N)CC(C)(C)OC2 | i | i | 0.0 |
| CC(=O)N1CCN(c2ccccc2NC(=O)c2ccc(Br)o2)CC1 | i | i | 18 |
| CC1SC(=Nc2ccccc2)N(S(=O)(=O)c2ccccc2)C1=O (stereo not drawn) | i | i | . |
| Cc1ccc(S(=O)(=O)NC(CC(=O)O)c2ccccc2)c(C)c1 (stereo not drawn) | i | i | -0.9 |
| COc1ccc(C2N3CC4(C)CN2CC(C)(C3)C4)cc1OC (stereo not drawn) | i | i | -0.6 |
| COc1ccc(CNc2nc(-c3cccnc3)nn2C(=O)c2cccs2)cc1 | i | i | 2.3 |
| CCCc1ccc(C(=O)/C=C/N(C)C)cc1 | i | i | 0.2 |
| O=C1CSC(c2cccs2)N1c1ccccc1 (stereo not drawn) | i | i | -0.8 |
| CC(=O)c1cccc(NC(=O)Cn2nc(-c3ccccc3Cl)ccc2=O)c1 | i | i | -0.7 |
| Cc1nn(-c2ccccc2)c2c1C(c1ccco1)C(C#N)=C(N)O2 (stereo not drawn) | i | i | 2.4 |
| CCN1CCN(Cc2c(O)ccc3c(=O)c(-c4ccccc4OC)coc23)CC1 | i | i | -0.9 |
| OC1(c2ccccc2)CCN(Cc2ccccc2)CC1 | i | i | -2.8 |
| CCn1cc(C2CC(=O)NC2=O)c2ccccc21 (stereo not drawn) | i | i | -0.5 |
| CCOc1ccc(-n2c(=S)sc3c(=O)n(-c4ccccc4)c(SCC(=O)O)nc32)cc1 | i | i | -4.5 |
| Cc1ccc(O)c(NS(=O)(=O)c2cccc3nsnc23)c1 | i | i | -1.6 |
| CCn1c(SCC(=O)Nc2sc3c(c2C#N)CCC(C(C)(C)C)C3)nnc1-c1ccco1 (stereo not drawn) | i | i | -2.0 |
| Cc1ccccc1CC1(CO)CCCN(Cc2ccc(C#CC(C)(C)O)cc2)C1 (stereo not drawn) | i | i | -0.3 |
| COCc1cc(C)nc(OCC(=O)N/N=C/c2ccc(C)o2)c1C#N | i | i | -0.9 |
| CCCCOC(=O)Cn1cnc2ccc(Br)cc2c1=O | i | i | -0.3 |
| COc1ccc(-c2nn(-c3ccccc3)cc2/C=C(/C#N)C(N)=O)cc1[N+](=O)[O-] | i | i | -1.3 |
| O=C(O)c1ccccc1N/N=C\c1ccnc2ccccc12 | i | i | 16 |
| CCn1c(C)cc2c(c1=O)C(c1ccc3c(c1)OCO3)C(C#N)=C(N)O2 (stereo not drawn) | i | i | 0.8 |
| Cc1nc2ccccn2c1C(=O)N=Nc1c(O)n(CCC(C)C)c2ccccc12 | i | i | -0.4 |
| CN(C)C(=S)Nc1ccc(N2CCOCC2)cc1 | i | i | 0.5 |
| CCCCN(c1ccccc1)S(=O)(=O)c1ccc2c(c1)CCN2C(=O)CCC(=O)O | i | i | -2.8 |
| O=C(NCC1CCCO1)c1cc2ccccc2[nH]1 (stereo not drawn) | i | i | -0.7 |
| CCc1ccc(N(CC)C(=O)Cc2c(C(=O)O)n(C)c3ccccc23)cc1 | i | i | 0.7 |

Compound profiles, from the list above.
`O=C(c1cn(-c2ccccc2)nc1-c1cccs1)N(CCO)Cc1ccccc1` in the list: CHT block = i; CHT PAM = i; STK33 inh = 1.1
`Cc1nn(-c2ccccc2)c2c1C(c1ccco1)C(C#N)=C(N)O2` (stereo not drawn) in the list: CHT block = i; CHT PAM = i; STK33 inh = 2.4
`OC1(c2ccccc2)CCN(Cc2ccccc2)CC1` in the list: CHT block = i; CHT PAM = i; STK33 inh = -2.8

Next part
| Compound | CHT block | CHT PAM | STK33 inh |
| --- | --- | --- | --- |
| Cc1cc[n+](CC(=O)c2cccc([N+](=O)[O-])c2)c2ccccc12 | i | 8.8* | 0.3 |
| CCOc1cc(N2CCOCC2)c(OCC)cc1NC(=O)c1ccccc1 | i | i | -0.4 |
| COC(=O)C1=CN(Cc2ccccc2)C=C(C(=O)OC)C1c1ccc(OC)c(OC)c1 | i | i | -2.9 |
| O=[N+]([O-])c1ccc(N2CCN(S(=O)(=O)c3ccc4ccccc4c3)CC2)cc1NCc1ccco1 | i | i | -0.5 |
| Brc1ccc(-c2cnnc(N3CCCC3)n2)cc1 | i | i | -0.6 |
| CCc1ccc(/C=N/NC(=O)c2nnn(-c3nonc3N)c2C(C)C)cc1 | i | i | 0.8 |
| COC(=O)c1cc(S(=O)(=O)NCc2ccccc2Cl)c[nH]1 | i | i | -2.0 |
| C=CCn1c(-c2cccc([N+](=O)[O-])c2)n[nH]c1=S | i | i | 0.7 |
| COc1cc(/C=N/NC(=O)CCC(=O)NCc2ccccc2)cc(OC)c1OC | i | i | 1.2 |
| CCOC(=O)c1ccccc1NC(=O)COC(=O)CCNS(=O)(=O)c1ccc(C)c(C)c1 | i | i | -2.1 |
| O=c1[nH]c(SCc2n[nH]c(=S)n2-c2ccccc2)nc2ccccc12 | i | i | -0.5 |
| CCN(CC(=O)NCc1ccc(F)cc1)C(=O)c1oc2ccccc2c1C | i | i | -1.7 |
| Cc1c(C(=O)O)oc2c1C(O)CC(C)(C)C2 (stereo not drawn) | i | i | -1.1&-0.8 |
| CCCCS(=O)CC(CS(=O)CCCC)OC(=O)c1ccccc1 (stereo not drawn) | i | i | 0.1 |
| Cc1c(C(=O)NCCCN2CCCCC2)oc2ccc3c(c12)C(O)CC1(CCCCC1)O3 (stereo not drawn) | i | i | 0.7 |
| C(=N\Nc1nc2ccccc2[nH]1)/C1CCCCC1 | i | i | 0.9 |
| CCn1cc(C(=O)NCCCN(CC(C)C)CC(C)C)c(=O)c2cc(S(=O)(=O)N3CCOCC3)ccc21 | i | i | -0.3 |
| O=C(c1ccccc1)c1ccc(OCCO)cc1 | i | i | -0.9 |
| O=C(N/C(=C\c1ccccc1)C(=O)N1CCCCC1)c1ccco1 | i | i | 0.1 |
| O=C1c2[nH]nc(-c3ccccc3O)c2C(c2cccc(Cl)c2)N1Cc1ccco1 (stereo not drawn) | i | i | -0.5 |
| COc1ccc2c(c1)c(C(=O)CN1CCN(c3ccccc3)CC1)c(C)n2C | i | i | -0.4 |
| CC1CN(S(=O)(=O)c2cn(C)c(=O)n(C)c2=O)CC(C)O1 (stereo not drawn) | i | i | -2.0 |
| CCCCOC(=O)Cn1c2ccc(OC)cc2c2nc3ccccc3nc21 | i | i | -1.2 |
| COC(=O)CCC(=O)OC1(C)C(=O)C2=CN(Cc3ccco3)C(c3ccc(OC)cc3)=CC2=C(Br)C1=O (stereo not drawn) | i | i | -0.1 |
| CCN(CC)/C(=N/S(=O)(=O)c1ccc(C)cc1)c1ccccc1 | i | i | -0.6 |
| CCOC(=O)c1cc(C#N)c(N2CCN(c3ccc(OC)cc3)CC2)[nH]c1=O | i | i | 0.1 |
| O=C(c1ccccc1Cl)N1CCCC(c2nc3c(nnn3Cc3ccccc3)c(=O)[nH]2)C1 (stereo not drawn) | i | i | 0.1 |
| CCCCN(C(=O)c1ccco1)C1CCS(=O)(=O)C1 (stereo not drawn) | i | i | -0.4 |
| O=C(NNC(=O)C12CC3CC(CC(O)(C3)C1)C2)c1csc(N2CCOCC2)n1 | i | i | -0.1 |
| O=C(NCCC(=O)N1CCN(c2ccccc2O)CC1)c1ccc(Cl)cc1 | i | i | -0.2 |
| Cc1ccc2c(c1)-c1c(cnn1CC(=O)N(CCC#N)c1ccccc1)CO2 | i | i | 0.6 |
| Cc1nn(Cc2ccccc2Cl)c(C)c1NC(=O)c1noc(C(C)C)c1[N+](=O)[O-] | i | i | . |
| COc1ccc(C(N)CCc2ccc(C)o2)cc1 (stereo not drawn) | i | i | 0.2 |
| COc1cc(OC)cc(C(=O)NC(=S)Nc2ccc(N3CCCC3)cc2)c1 | i | i | 1.2 |
| COc1cc(NC(=S)Nc2cccc(Cl)c2Cl)c(OC)cc1Cl | i | i | -0.4 |
| C#CCOCCOCCOCCNc1nc(N2CCN(C(=O)[C@H](Cc3cc4ccccc4[nH]3)n3cc(C(N)CC(C)C)nn3)CC2)nc(N2CCN(C(=O)[C@H](CCC(=O)O)n3cc(C(N)[C@H](C)CC)nn3)CC2)n1 (stereo partly drawn) | i | i | -1.0 |
| CCCN(CCC)C(=O)c1ccc2c(c1)N(Cc1ccccc1)C(=O)CS2=O (stereo not drawn) | i | i | -0.5 |
| CCOC(=O)c1c(S(=O)(=O)N2CCCCCC2)c(C)n(C)c1C | i | i | -0.2 |
| O=C(Nc1ccc(Cl)cn1)C1CCCN1S(=O)(=O)c1cccc2ccccc12 (stereo not drawn) | i | i | -2.8 |
| O=C(Nc1ccnn1C1CCN(C/C=C/c2ccccc2)CC1)c1cccc(F)c1 | i | i | 0.6 |
| O=C(/C=C/c1ccc(Cl)cc1)NC(=S)Nc1ccc(CN2CCOCC2)cc1 | i | i | -1.1 |
| CCc1nc2ccccc2c(C(=O)NCc2ccccc2)c1C | i | i | 0.0 |
| S=c1[nH]nc(CCCc2n[nH]c(=S)o2)o1 | i | i | -0.5 |
| CCOc1ccccc1N1C(=O)c2ccc(C(=O)Nc3cccnc3)cc2C1=O | i | i | -1.3 |
| COc1ccc(N(C)C(=O)CCC(=O)Nc2ccc3nc(N4CCOCC4)cc(C)c3c2)c(OC)c1 | i | i | -0.7 |
| Cc1ccc(NC(=O)c2ccccc2OCC(=O)Nc2cccc(Cl)c2C)nc1 | i | i | -0.6 |
| CCOC(=O)c1cccc(NC(=O)CSc2nnc(-c3ccncc3)n2CCCOC)c1 | i | i | 0.5 |
| CC(=O)c1c(C)[nH]c(C(=O)OC2CCOC2=O)c1C (stereo not drawn) | i | i | 0.0 |
| COc1ccc(CC(NC(C)=O)C(=O)NC2CCN(C(=O)c3ccccc3F)CC2)cc1 (stereo not drawn) | i | i | -2.5 |
| COC(=O)c1ccc(CNC(=O)C2CCC(=O)N(CCN3CCOCC3)C2)cc1 (stereo not drawn) | i | i | 0.0 |
| Cc1cccc(NC(=O)CSc2nnc(CNC(=O)c3ccco3)o2)c1 | i | i | -0.2 |
| O=C1CN(C(=S)NC(=O)c2ccc(-c3ccccc3)cc2)CCN1 | i | i | -0.6 |
| Cc1oc(-c2ccccc2F)nc1CS(=O)(=O)CC(=O)NCCCN1CC(C)CC(C)C1 (stereo not drawn) | i | i | 0.1 |
| C=CCn1c(C2CC2)n[nH]c1=S | i | i | -1.0 |
| O=C(O)CCN(CCC(=O)O)c1nnc(SCc2ccccc2)s1 | i | i | -0.6 |
| CN(C)C(=O)c1cc(C(=O)c2ccc(C(F)(F)F)cc2F)c[nH]1 | i | i | -1.1 |
| Cc1ccc(-c2[nH]ncc2CN2CCN(C(=O)c3cccs3)CC2)cc1C | i | i | -0.4 |
| Cc1ccc(S(=O)(=O)NC(=NCC(=O)O)c2ccccc2)cc1 | i | i | -0.3 |
| C=CCSc1ncccc1C(=O)NCCc1ccccc1 | i | i | -0.7 |
| O=C(NC1CCN(C(=S)Nc2ccc(F)cc2)CC1)C1CCCCC1 | i | i | -1.8 |

(continued)
| Molecule | CHT block | CHT PAM | STK33 inh |
| --- | --- | --- | --- |
| Cc1c(NC(C)c2ccccc2O)c(=O)n(-c2ccccc2)n1C (stereo not drawn) | i | i | -0.3 |
| CN1CCN(CC(C)(C)NS(=O)(=O)c2ccc(Cl)cc2)CC1 | i | i | -0.5 |
| Cc1ccccc1C1=Nn2c(nnc2-c2ccco2)SC1 | i | i | -0.3 |
| CC(=O)c1csc(-c2ccccc2)n1 | i | i | -2.2 |
| O=C(NCc1ccccn1)c1ccc(Cl)c(S(=O)(=O)N2CCCCCC2)c1 | i | i | -3.1 |
| COc1cc(N=Cc2c(O)c3ccccc3oc2=O)c(OC)cc1Cl | i | i | -0.3 |
| CCN(CC)S(=O)(=O)c1cc(NC(=O)C(CC(C)C)NC(N)=O)ccc1C (stereo not drawn) | i | i | -2.2 |
| COc1ccc(S(=O)(=O)N2CCCCC2C(=O)O)cc1 (stereo not drawn) | i | i | -0.9 |
| CC(C)(C)NC(=O)CN(C(=O)C1CSC(=O)C1)c1ccccc1F (stereo not drawn) | i | i | -0.9 |
| O=C(COC(=O)C1=COCCO1)Nc1ccc(F)cc1 | i | i | -0.9 |
| CC(OC(=O)c1cccs1)C(=O)NCC1CCCO1 (stereo not drawn) | i | i | 1.7 |
| CC1(C)Cc2nc3n[nH]c(N)c3cc2CO1 | i | i | -2.4 |
| CCc1ccc(C(=O)NC(CC(C)C)C(=O)O)cc1 (stereo not drawn) | i | i | 0.4 |
| Cc1oc2c(CN3CCOCC3)c(O)ccc2c(=O)c1-c1ccc(Cl)cc1 | i | i | 0.1 |
| O=C(c1ccccc1)C(Nc1ccccn1)c1ccccc1 (stereo not drawn) | i | i | 0.8 |
| c1ccc(CN2CCCC3(CCCN(Cc4nc(CC5CC5)no4)C3)C2)cc1 (stereo not drawn) | i | i | -0.4 |

Exported with each value named: entries from further up
CC(C)(C)NC(=O)CN(C(=O)C1CSC(=O)C1)c1ccccc1F (stereo not drawn)
  CHT block = i | CHT PAM = i | STK33 inh = -0.9

COc1ccc(S(=O)(=O)N2CCCCC2C(=O)O)cc1 (stereo not drawn)
  CHT block = i | CHT PAM = i | STK33 inh = -0.9

CC(=O)c1csc(-c2ccccc2)n1
  CHT block = i | CHT PAM = i | STK33 inh = -2.2

CCc1ccc(C(=O)NC(CC(C)C)C(=O)O)cc1 (stereo not drawn)
  CHT block = i | CHT PAM = i | STK33 inh = 0.4
